Screening data: PubChem, National Center for Advancing Translational Sciences (NCATS)
RORgamma inh: ROR gamma (mouse) transcription inhibition; AID 2551; Potency, µM (doses to about 53.6 µM), for inactives: at the top dose activity change, negative = inhibition, actives largely listed as inhibitors; actives 5.4% (n = 310,000); Drosophila S2 Gal4-RORgamma UAS-luciferase reporter, 20 h; P51450; further: potency means the concentration at half of the fitted maximal effect; on the % scale 0 is the no-effect control and ±100 the full control effect; nearly all actives have a fitted effect of over 60% in size
Target sequence (P51450 whole entry, looked up, the tested form may be a part): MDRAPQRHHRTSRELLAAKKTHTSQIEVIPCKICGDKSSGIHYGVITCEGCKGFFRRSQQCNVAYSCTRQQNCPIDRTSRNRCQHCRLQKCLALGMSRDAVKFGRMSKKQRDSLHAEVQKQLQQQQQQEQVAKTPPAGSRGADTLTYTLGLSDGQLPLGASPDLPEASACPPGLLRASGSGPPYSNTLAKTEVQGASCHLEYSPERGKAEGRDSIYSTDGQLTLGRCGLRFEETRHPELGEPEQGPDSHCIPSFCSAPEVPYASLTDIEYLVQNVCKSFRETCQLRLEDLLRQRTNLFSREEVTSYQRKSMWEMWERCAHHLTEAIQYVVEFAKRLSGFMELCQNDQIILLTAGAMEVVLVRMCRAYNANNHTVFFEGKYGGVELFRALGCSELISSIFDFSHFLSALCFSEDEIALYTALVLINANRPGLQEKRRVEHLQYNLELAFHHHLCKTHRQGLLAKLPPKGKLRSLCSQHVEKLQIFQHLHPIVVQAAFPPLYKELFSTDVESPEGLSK
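Using a luciferase readout, inhibitors were identified by reduced reporter activity in Drosophila cells coexpressing a copper-inducible Gal4–ROR gamma fusion and UAS-driven Photinus luciferase, incubated 20 hr after 700 uM copper sulfate.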
PKM2 act: PKM2 (human) enzyme activation | P14618 | purified PKM2, Kinase-Glo ATP luminescence, activation; response scale: 0% is enzyme alone, no compound | Potency, µM (highest dose often 57.5 µM), for inactives: at the highest dose activation, actives largely listed as activators | actives 0.34% (n = 260,000) | AID 1631; further: potency means the concentration at half of the fitted maximal effect; on the % scale 0 is the no-effect control and ±100 the full control effect; nearly all actives have a fitted effect of over 55% in size
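Purified hPK-M2 (>95% pure) converted ADP (0.1 mM final) to ATP with 0.5 mM PEP in 50 mM imidazole pH7.2, KCl, MgCl2, Tween 20, BSA; 1 h at room temperature. ATP detected by Kinase-Glo luminescence.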
Giardia kill: kills Giardia lamblia. Giardia lamblia trophozoite viability. activity change, % at 7.66 µM, hits read low. actives 0.15% (n = 340,000); in the data active means activity change below about -80%; inconclusive means between about -30% and that limit;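 further: parasites exposed to compound for two days anaerobically before the ATP read; on the % scale 0 is the no-effect control and ±100 the full control effect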
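Each well holds 100 Giardia trophozoites and compound. After two days (48 hrs) at 37 deg C in anaerobic conditions, ATP is quantified by luminescence.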
BRCA1 expr act: activators of BRCA1 expression | MCF7-BRCA1-FFLuc reporter, luminescence, 48 h; response scale: scaled: vehicle 0%, 10 µM genistein 100% | Potency, µM (doses to about 46.1 µM), without a hit: at the top dose activation, actives largely listed as activators | actives 1.1% (n = 380,000) | AID 624202; further: potency means the concentration at half of the fitted maximal effect; nearly all actives have a fitted effect of over 80% in size; some results filed as inactive show a strong effect at the top dose
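Activators of BRCA1 expression were detected as increased firefly luciferase luminescence in engineered MCF7 cells after 48 h compound incubation. Signals were scaled to genistein 10 microM as full activation.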
ELG1 genotoxic: induces genotoxicity in HEK293T cells with luciferase-tagged ELG1. HEK293T ELG1-luciferase reporter, luminescence, 16 h. Potency, µM (highest dose often 46 µM), inactives show at the top dose activity change, positive = activation, usual class: activators. actives 1.3% (n = 330,000). AID 504466; further: potency means the concentration at half of the fitted maximal effect; % of control where 0% means no effect; nearly all actives have a fitted effect of over 60% in size
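ELG1-luciferase HEK293T cells, 2,000/well; compound pinned in; 16 hr, 37 °C, 5% CO2; ONE-Glo, 30 min RT; luminescence on CCD imager.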
Rab9 promoter act: activates the Rab9 promoter | Huh7 Rab9 promoter-luciferase reporter, luminescence, 24 h | Potency, µM (doses to about 9.22 µM), inactives show at the highest dose activation, negative = inhibition, hits mostly activators | actives 2.8% (n = 320,000) | AID 485297; further: potency means the concentration at half of the fitted maximal effect; % of control where 0% means no effect; nearly all actives have a fitted effect of over 60% in size
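Steps: seed 1500 Huh7 Rab9-luc cells per well, rest 2 h at 37 °C; add compound in DMSO; incubate 24 h; add luciferase reagent, 10 min ambient; read luminescence.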
p53 reactivation: re-activators of mutant p53. H1299 p53-A138V BP100-luciferase reporter, luminescence, 24 h. Potency, µM (series often up to 92.2 µM), for inactives: at the top dose activity change, positive = activation, hits mostly activators. actives 0.063% (n = 320,000). AID 504706; further: potency means the concentration at half of the fitted maximal effect; % of control where 0% means no effect; nearly all actives have a fitted effect of over 45% in size
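H1299 (p53-null), stable ts p53-A138V + BP100-Luc; 1000 cells/well, Opti-MEM/10% FBS; cpd 4 pt, 1:5; 24 h, 37 deg C, 5% CO2; detection reagent 10 min RT; luminescence.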
NPC1 promoter act: activates the NPC1 promoter; Huh7 NPC1 promoter luciferase reporter, 24 h; Potency, µM (series often up to 9.22 µM), inactives show top-dose activation, most hits filed as activators; actives 2.4% (n = 320,000); AID 485313;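 further: potency means the concentration at half of the fitted maximal effect; % of control where 0% means no effect; nearly all actives have a fitted effect of over 60% in size; reporter is driven by a mutant NPC1 promoter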
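NPC1 promoter–luciferase Huh7 cells; 24 h compound; luminescence.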
Menin-MLL TR inh: inhibitors of human menin-MLL interaction, mutant MLL peptide; O00255; Menin + Texas Red MLL mutant peptide, fluorescence polarization; Potency, µM (top dose mostly 61.6 µM), for the others: top-dose FP activity change, negative = inhibition, actives largely listed as inhibitors; actives 0.23% (n = 270,000); active means well fitted inhibition curve with a large enough effect in the polarisation, with a control signal flat, not every such curve was filed as active; inconclusive means small, poorly fitted or top-dose-only effect, or effect the other way, or a change in a side signal; inactive means no such curve, though single readings can be large or run the other way; the % refers to the polarisation; further: potency means the concentration at half of the fitted maximal effect; % of control where 0% means no effect; many of its hits are not listed in these tables
FLuc modulator: firefly luciferase modulation, counter-screen for miR-21 project; actives 6.9% (n = 360,000); Potency, µM (titrated, usually from 57.5 µM), without a hit: at the highest dose activity change, negative = inhibition, usual class: inhibitors; purified FLuc, Km substrates, luminescence inhibition; P08659;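 further: potency means the concentration at half of the fitted maximal effect; plate controls were vehicle for no effect and reference inhibitor for full effect; nearly all actives have a fitted effect of over 55% in size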
Target sequence (P08659 whole entry, looked up): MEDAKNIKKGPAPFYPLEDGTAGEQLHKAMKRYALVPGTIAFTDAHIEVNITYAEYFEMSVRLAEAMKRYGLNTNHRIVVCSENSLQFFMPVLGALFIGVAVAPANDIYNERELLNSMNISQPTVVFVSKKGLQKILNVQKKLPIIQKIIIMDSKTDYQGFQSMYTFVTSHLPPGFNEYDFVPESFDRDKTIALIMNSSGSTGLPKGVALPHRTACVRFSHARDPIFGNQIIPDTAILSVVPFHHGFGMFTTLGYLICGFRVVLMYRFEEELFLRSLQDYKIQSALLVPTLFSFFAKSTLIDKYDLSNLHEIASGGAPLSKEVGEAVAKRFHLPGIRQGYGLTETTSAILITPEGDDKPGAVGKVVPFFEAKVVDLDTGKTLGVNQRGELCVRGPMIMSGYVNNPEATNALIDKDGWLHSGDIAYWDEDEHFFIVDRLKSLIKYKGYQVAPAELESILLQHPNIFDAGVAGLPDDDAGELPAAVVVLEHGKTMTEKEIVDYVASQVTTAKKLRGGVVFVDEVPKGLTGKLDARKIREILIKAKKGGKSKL
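Biochemical qHTS of compounds, final roughly 60 µM downward over six points, against 10 nM purified firefly luciferase using Km concentrations of substrates (10 uM D-luciferin, 10 uM ATP) in Tris acetate pH 7.5 buffer; luminescence output.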
Gal4-VP16 FLuc: Gal4-VP16 reporter inhibition counter-screen. Drosophila S2 Gal4-VP16 UAS-luciferase, luminescence, 20 h. Potency, µM (top dose mostly 53.6 µM), without a hit: at the top dose activity, negative = inhibition, most hits filed as inhibitors. actives 3.5% (n = 310,000);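 further: Gal4-VP16 expression switched on by copper sulfate through the metallothionein promoter; potency means the concentration at half of the fitted maximal effect; on the % scale 0 is the no-effect control and ±100 the full control effect; nearly all actives have a fitted effect of over 50% in size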
* = called active by the depositor; ? = inconclusive; nt = not tested or not shown; & = joins results of further samples; [ ] = dose if it differs, or a comment. Unless noted, the call rests on the fitted dose curve; in most records, active means well fitted curve in the direction sought with a large enough effect; inconclusive means small, poorly fitted or top-dose-only effect, or another doubt; inactive means no such curve, though single readings can be large; an effect the other way counts as inactive or inconclusive. Only part of the results is shown; rates above refer to the full screens.

SMILES	RORgamma inh	PKM2 act	Giardia kill	BRCA1 expr act	ELG1 genotoxic	Rab9 promoter act	p53 reactivation	NPC1 promoter act	Menin-MLL TR inh	FLuc modulator	Gal4-VP16 FLuc
CC(C)C[C@H]1CN=C(N(C)C)N1CC1CCCCCC1	nt	nt	43[activator]	-8%	-7%	-3%	-5%	-4%	nt	3%	nt
CNCc1nc2ccccc2[nH]1	3%	?	1	-1%	4%	-8%	-3%	-2%	-4%	-1%	-7%
N/C(CN1CCCC1=O)=N\OC(=O)c1ccccc1Cl	?	4%	8	?	?	18%	?	15%	15%	-15%	?
O=C1C(Cl)=C(N2CCCC2)C(=O)N1c1ccc(F)cc1	30%	18%	20	-15%	0%	-1%	nt	-4%	5%	?	24%
Cc1ccc(NC(=O)NCc2ccc3c(c2)OCO3)cc1	?	-2%	-2	61%	6%	24%	5%	17%	-7%	-8%	15%
COCn1c(-c2ccc(OC)c(OC)c2)nc2ccccc21	-15%	-14%	-14	9%[1.84 µM]	?	3.5µM*	18%	?	2%	11µM*	2%
CC(Oc1ccccc1)C(=O)OCC(=O)NC(=O)NC1CCCCC1 (stereo not drawn)	nt	nt	-12	-1%	1%	-1%	9%	2%	nt	-1%	nt
CC(C)(C)NC(=O)C(c1ccc(O)cc1)N(C(=O)CCC(=O)Nc1nccs1)c1cccc(F)c1 (stereo not drawn)	2%	1%	25	-20%	-4%	-11%	-1%	-1%	1%	-1%	5%
Cc1ccc(-c2noc(CNc3ccccc3)n2)cc1	?	10%	6	?	?	23%	?	19%	13%	19µM*	21%
O=C(Nc1nnc(-c2ccc(F)cc2)o1)C1CCCN1S(=O)(=O)c1cccs1 (stereo not drawn)	nt	nt	-7	-4%	0%	-3%	-6%	2%	nt	6%	nt
O=C(NCCc1ccccc1)C(c1ccc(F)cc1)N(C(=O)c1csnn1)C1CC1 (stereo not drawn)	2%	-10%	?	-20%	-7%	-3%	0%	-10%	-4%	-1%	2%
COc1cc2[nH]c(C(=O)NN)c(N)c2cc1OC	-9%	1%	nt	nt	1%	-3%	-2%	0%	nt	?	-3%
O=C(N/C(=C\c1ccc([N+](=O)[O-])cc1)C(=O)N1CCOCC1)c1ccco1	2%	2%	-6	-6%	-1%	5%	5%	1%	4%	-1%	4%
Cn1c(=O)n(C)c2cc(NC(=O)Cc3ccccc3[N+](=O)[O-])ccc21	25%	-4%[11.5 µM]	3	-43%	?	-1%	nt	-4%	12%	-2%	-9%
COc1ccc(N/C=C/c2nc(SC)nnc2C)cc1	-16%	19%	16	-34%	1%	-10%	-5%	-6%	-10%	?	-9%
Cc1nn(-c2ccccc2)c(Cl)c1C1C(C#N)=C(N)OC2=C1C(=O)CC(C)(C)C2 (stereo not drawn)	0%	-1%	4	-58%	3%	-7%	-19%	0%	-8%	-2%	10%
COc1cc(C2C(C#N)=C(N)Oc3c2oc(CO)cc3=O)ccc1OC(C)C (stereo not drawn)	-30%	-3%	-15	3%	0%	-3%	-4%	-5%	-3%	2%	-8%
Cc1ccc(NC(=O)COC(=O)Cn2c(C)csc2=O)cc1C	-5%	-8%	17	-1%	-2%	0%	2%	1%	1%	-11%	-9%
CN(C)S(=O)(=O)c1ccc(N2CCCC2)c(C(=O)NNC(=O)COc2ccc(Cl)cc2)c1	-8%	-10%	5	4%	-4%	17%	-3%	-1%	nt	-4%	-2%
S=C(NCc1ccco1)N1CCOCC1	6%	2%	-15	1%	-3%	-6%	9%	2%	6%	0%	0%
CCOC(=O)C1=C(C)Nc2[nH]c(=O)[nH]c(=O)c2C1c1cccs1 (stereo not drawn)	7%	-3%	-11	7%	-1%	1%	0%	-4%	3%	5%	-1%
CCCN(CC(=O)Nc1ccccc1OC)C(=O)CCCN1C(=O)c2ccccc2C1=O	nt	nt	-12	11%	-1%	2%	7%	1%	nt	4%	nt
CCC1Nc2ncnc(N3CCN(c4ccccc4)CC3)c2N(Cc2ccc(Br)cc2)C1=O (stereo not drawn)	nt	nt	-16	-50%	-11%	-2%	-4%	-9%	nt	0%	nt
C/C(=N\NS(=O)(=O)c1ccc(Br)cc1)c1cccs1	12%	-6%	-3	-1%	-4%	-7%	-1%	1%	?	-2%	-1%
O=C(Nc1cc(C(F)(F)F)ccc1Cl)C(Sc1cccc[n+]1[O-])c1ccccc1 (stereo not drawn)	?	0%	0	-17%	-2%	-8%	4%	-3%	6%	1%	-8%
C=CCn1c(O)c(N=NC(=S)Nc2ccccc2F)c2ccccc21	0.79µM*	0%	-2	-50%	-1%	-7%	12%	-2%	?	4%	1.8µM*
CCN(CC)C(=O)CSc1nc2cc3c(cc2c(=O)n1CCCCCC(=O)NCc1ccc(OC)cc1)OCO3	-20%	3%	6	-17%	-18%	1%	0%	-1%	?	2%&1%	-12%
O=C(O)c1csc(Br)c1Br	6%	2%	-4	14%	-4%	2%	-3%	-2%	4%[11.7 µM]	-9%	0%
COc1ccccc1NC(=O)c1cc(C)oc1C	1%	-1%	-5	27%	2%	10%	-2%	0%	-16%	?	-15%
Cc1ccc(S(=O)(=O)N2CCOCC2)cc1C(=O)NC1CCCC(C)C1C (stereo not drawn)	nt	nt	1	-6%	0%	-2%	2%	0%	nt	4%	nt
O=C(CCN1C(=O)/C(=C/c2ccccc2)SC1=S)NNC(=O)c1cccnc1	6%[10 µM]	5%	-9	-29%	0%	-5%	-1%	-2%	10%	3%	-12%
CCCOc1ccc(Oc2cc(C)nc(SC)n2)nn1	-18%	-9%	6	-1%	1%	-2%	-4%	0%	-18%	0%	1%
CC(CCc1ccccc1)NC(=O)c1ccccc1F (stereo not drawn)	?	0%	5	19%	10%	-1%	?	1%	-1%	0%	-3%
CC(=O)N[C@@H](Cc1c[nH]c2ccccc12)C(=O)OCC(=O)NCc1ccc2c(c1)OCO2	17%	13%	-23	-4%	0%	0%	-1%	-4%	-28%	4%	-6%
COc1ccc(/C=C/C(=O)N2CCN(C)CC2)cc1S(=O)(=O)N1CCCCC1	4%	6%	9	-13%	-4%	-8%	2%	-4%	-21%	0%	-6%[10 µM]
COc1ccc([C@@H]2[C@@H]3C(=O)N(C(C)(C)C)C(=O)[C@@H]3[C@]3(CC(C)C)C(=O)N(c4cccc(Br)c4)C(=O)N23)cc1	-8%	2%	24	-8%	-1%	2%	8%	-6%	28%	0%	-5%
CC(Oc1ccccc1)C(=O)Nc1ccc(S(=O)(=O)NCC2CCCO2)cc1 (stereo not drawn)	14%	-7%	40[activator]	-14%	-10%	-6%	-2%	0%	10%	4%	4%
Cc1cccc(-c2ncc(CN3CCN(CC(C)C)C(CCO)C3)cn2)c1 (stereo not drawn)	10%	0%	5	17%	0%	-4%	4%	2%	0%	0%	-17%
COc1cc(S(=O)(=O)N2CCN(C)CC2)ccc1Cl	-5%	-5%	-7	9%	1%	7%	-8%	1%	-7%	1%	-14%
O=C(NCc1ccccc1)c1cccc(S(=O)(=O)NCc2ccccc2)c1	19%	1%	-7	-18%	0%	-4%	-9%	-1%	-2%	0%	-3%
O=C(NCCC1=CCCCC1)C1CCN(S(=O)(=O)c2cccc3cccnc23)CC1	40%	16%	27	26%	0%	-1%	6%	3%	3%	-4%	4%
COc1ccccc1N1C(=O)C(Cl)=C(Nc2ccccc2O)C1=O	-4%	14%	-13	-17%	16%	1%	?	-4%	?	?	6%
Cc1cccc(C)c1OCC(=O)N/N=C/C=C/c1ccco1	?	18%	-26	-45%	-2%	21%	-9%	-5%	-18%	6%	?
CC1CN(CC(=O)NC(C)c2ccccc2)CC(C)O1 (stereo not drawn)	-7%	1%[11.5 µM]	-16	-2%	-2%	3%	12%	0%	-20%	1%	-9%
CCOC(=O)c1c(NC(=O)c2ccc(Br)o2)sc(C)c1CC	21%	-1%	27	-55%	-9%	2%	4%	2%	1%	1%	-5%
O=C(NCCCN1CCOCC1)c1c(F)cccc1F	-21%	-4%	-21	2%	2%	2%	-2%	-1%	-4%	0%	0%
CC1CCC(NC(=O)CSc2nncs2)CC1 (stereo not drawn)	nt	nt	8	10%	8%	4%	10%	0%	nt	1%	nt
Cc1cc(OCC(=O)NCCN2CCOCC2)ccc1Br	19%	0%	-4	-4%	7%	-7%	-7%	-3%	8%	2%	2%
O=S(=O)(Nc1nc2ccccc2nc1NCc1ccco1)c1ccccc1	20%	6%	-2	-35%	-7%	-7%	-4%	-1%	-9%	1%	5%
O/N=C\c1ccccc1Oc1ccc(F)cc1	23%	2%	5	17%	-11%	-2%	-4%	-7%	-1%	-5%	-4%[10 µM]
